# Growth percent in the NCI-60 one-dose screen (48 h, 10 µM unless noted): 100 = growth as untreated, 0 = no growth, -100 = all killed.
# UACC-257 – UACC-257 melanoma; AID 1794764; hit rate 4.4% among 78,000
# SK-MEL-28 – SK-MEL-28 melanoma. hit rate 4.1% among 81,000. AID 1794761
# SK-MEL-2 – SK-MEL-2 melanoma; hit rate 4.7% among 77,000; AID 1794763
# UACC-62 – UACC-62 melanoma | hit rate 5.4% among 81,000 | AID 1794756
# LOX IMVI – LOX IMVI melanoma | hit rate 7.4% among 79,000 | AID 1794757
# HS 578T – HS 578T breast cancer | hit rate 4.1% among 78,000
# MALME-3M – MALME-3M melanoma. hit rate 5.8% among 78,000. AID 1794766
# SK-MEL-5 – SK-MEL-5 melanoma | hit rate 6.4% among 80,000
# * = called active by the depositor; . = no result given; & = joins results of further samples. Rule for the calls: active = growth percent below 10; inactive = the rest.
SMILES,UACC-257,SK-MEL-28,SK-MEL-2,UACC-62,LOX IMVI,HS 578T,MALME-3M,SK-MEL-5
C=Cc1c(C)cc(C)c(C)c1C,112,96,106,103,100,95,108,102
CC(=O)c1ccc[n+](Cc2ccccc2)c1,104,100,103,98,97,104,94,100
O=C(CO)C1CC2C=CC1C2 (configuration not stated),92,113,109,106,98,94,91,100
Cc1ccc2nc(CN(CCN(Cc3nc4ccc(C)cc4[nH]3)Cc3nc4ccc(C)cc4[nH]3)Cc3nc4ccc(C)cc4[nH]3)[nH]c2c1,-92*,-95*,.,-85*,-91*,-74*,-70*,-100*
CC(C)(C)OC(=O)N1CCCN(CCNc2nccc(-c3c(-c4cccc(O)c4)nc4sccn34)n2)S1(=O)=O,62,45,103,12,32,109,18,87
Nc1cc(C(=O)Nc2ccc(C3=NCCN3)cc2)ccc1C(=O)Nc1ccc(C2=NCCN2)cc1,90,99,100,89,98,102,100,93
O=C(Oc1ccc([N+](=O)[O-])cc1)c1ccc([N+](=O)[O-])cc1,90,101,106,.,95,98,109,101
Cc1c(C(=O)NCCc2ccccc2)sc2ncc(-c3ccc(Br)cc3)n12,108,111,115,94,76,119,109,102
COc1ccc2c(ccc[n+]2CC(=O)c2ccccc2)c1,.,103,86,108,96,104,101,96
C=C1CC[C@@]2(C#N)[C@H]3[C@H](CC[C@@H]2C)[C@@H](C)C[C@@H](CC(C)(C)C#N)[C@H]13,72,60,61,43,27,30,103,38
ICCC(c1ccccc1)(c1ccccc1)c1ccccc1,-63*,-70*,49,-35*,16,48,-43*,-49*
COc1ccc(-c2nnc(SCC(=O)Nc3ccc(/C(C)=N\O)cc3)n2-c2ccccc2)cc1OC,92,87,58,83,80,43,62,95
COc1cc2cc(NC(=O)CN3CCCN(c4ccccc4)C3=O)nc(C)c2cc1OC,84,102,96,99,94,86,109,87
CCN(CC)CCCC(C)Nc1c2ccc(C)cc2nc2ccc(OC)cc12 (configuration not stated),-76*,62,39,74,-71*,0.4*,53,82
COc1ccc(C2CC(=O)Nc3[nH]ncc32)cc1 (configuration not stated),98,104,103,96,98,108,88,98
O=C(O)COc1cccc2cccnc12,100,118,98,108,97,102,88,98
O=C1CCSC2=C1SCc1sccc12,98,106,103,103,99,97,105,99
CC(CN1c2ccccc2Sc2ccccc21)N(C)C (configuration not stated),89&94,97&97,95&113,108,93&89,94&81,105,96&70
NS(=O)(=O)c1ccc(NCc2cn(-c3ccc(C(=O)O)cc3)nc2-c2ccc(C(F)(F)F)cc2)cc1,104,104,107,97,97,103,103,101
CCOP(=O)(OCC)C(NC(=O)CN)C(=O)N1CCCCC1 (configuration not stated),97,106,105,98,102,102,100,100
CCCCOc1nc2ccc(C)cc2cc1/C=C/C(=O)/C=C(O)/C=C/c1cc2cc(C)ccc2nc1OCCCC,89,107,103,88,92,100,118,105
CCC(C)/C=C(\C)C(O)Cc1cc(O)cc(=O)o1 (configuration not stated),100,103,99,108,94,100,86,103
CC(=O)OCC1OC(OC(C)=O)C(NC(=O)NS(=O)(=O)c2ccc(C)cc2)C(OC(C)=O)C1OC(C)=O (configuration not stated),98,102,100,99,102,102,102,106
COc1ccc(C(=O)NNC(=O)c2cc(OC)c(OC)c(OC)c2)cc1Cl,73,110,86,97,91,90,92,98
Cn1cccc1C(=O)C1C(c2cccc(F)c2)C2CCCN2C12C(=O)Nc1ccc(Cl)cc12 (configuration not stated),97,106,101,63,87,91,102,95

# Record cards, as listed above.
# C=C1CC[C@@]2(C#N)[C@H]3[C@H](CC[C@@H]2C)[C@@H](C)C[C@@H](CC(C)(C)C#N)[C@H]13 is listed with UACC-257: 72; SK-MEL-28: 60; SK-MEL-2: 61; UACC-62: 43; LOX IMVI: 27; HS 578T: 30; MALME-3M: 103; SK-MEL-5: 38
# CCN(CC)CCCC(C)Nc1c2ccc(C)cc2nc2ccc(OC)cc12 (configuration not stated) is listed with UACC-257: -76*; SK-MEL-28: 62; SK-MEL-2: 39; UACC-62: 74; LOX IMVI: -71*; HS 578T: 0.4*; MALME-3M: 53; SK-MEL-5: 82

# (continued)
SMILES,UACC-257,SK-MEL-28,SK-MEL-2,UACC-62,LOX IMVI,HS 578T,MALME-3M,SK-MEL-5
CCOC(=O)c1ccc(NC(=O)Nc2ncc(Cl)cc2Cl)cc1,15,106,102,87,110,132,111,104
O=P(OCC(O)CO)(OCC(O)CO)C(c1ccccc1)(c1ccccc1)c1ccccc1 (configuration not stated),97,112,95,93,106,100,98,87
CCOC(=O)c1cnn2c(-c3ccc(Cl)cc3)nc(NCc3ccccc3)nc12,96,87,91,63,40,80,65,86
Cc1cc(C)nc(NS(=O)(=O)c2ccc(NC(=O)c3ccc(-n4c(=O)[nH]c5ccccc5c4=O)cc3)cc2)n1,104,109,117,100,105,104,105,106
Oc1ccc(Nc2ncnc3c2cnn3-c2cccc(Br)c2)cc1,97,105,108,87,70,94,95,99
COc1ccc(C(Nc2ccc3nc4n(c(=O)c3c2)CCC4)C(=O)O)cc1 (configuration not stated),110,106,95,100,99,105,105,104
OCC(O)Cc1ccccc1 (configuration not stated),.,106,.,97,98,120,103,105
CN(C)C(=S)NN=C(c1ccccn1)c1ccccn1,36,31,13,9.9*,8.8*,45,-6.5*,-20*
CC(C)C1=CC2=CC[C@@H]3[C@](C)(CCC[C@@]3(C)C(=O)O)[C@H]2CC1,109,104,113&105,96&96,94&106,106,106&97,97&102
O=C(N1CCC(CN=c2cc3n(-c4ccc(Cl)cc4)c4ccccc4nc-3cc2Nc2ccc(Cl)cc2)CC1)N1CC1,-94*,-91*,-81*,-78*,-68*,-56*,-73*,-98*
C=C1N(C)c2ccccc2C1(C)C,.,100,39,76,56,81,70,45
NC(=S)N/N=C\c1[nH]c(=O)nc2ccccc12,98,100,106,107,99,103,108,107
COc1cccc(-c2nn(-c3ccccc3)cc2-c2ccnc(NCCNS(=O)(=O)c3cccc4ccccc34)c2)c1,.,.,71,.,76,66,116,55

# Three compounds picked at random from those above:
SMILES,UACC-257,SK-MEL-28,SK-MEL-2,UACC-62,LOX IMVI,HS 578T,MALME-3M,SK-MEL-5
Cn1cccc1C(=O)C1C(c2cccc(F)c2)C2CCCN2C12C(=O)Nc1ccc(Cl)cc12 (configuration not stated),97,106,101,63,87,91,102,95
O=C(Oc1ccc([N+](=O)[O-])cc1)c1ccc([N+](=O)[O-])cc1,90,101,106,.,95,98,109,101
O=C(O)COc1cccc2cccnc12,100,118,98,108,97,102,88,98
